Screening results from PubChem.
A549 tox: A549 cytotoxicity, counter-screen for Nrf2 inhibitors; A549 ARE-Fluc cells, CellTiter-Fluor viability, 18-24 h; Potency, µM (doses to about 46 µM), without a hit: at the highest dose activity change, negative = cytotoxicity, actives largely listed as inhibitors; 0.16% of 390,000 active; also: potency is read from the fitted curve at half-maximal effect; % is scaled to controls: 0 for no effect and ±100 for the full control effect
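A549 ARE_Fluc cells in 5% FBS OPTI-MEM were exposed to compounds in concentration-response for 18-24 h at 37 deg C. Viability was read by CellTiter-Fluor fluorescence (Ex 405/Em 525) after 30 min, before the luciferase read.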
Akt phos inh: blocks phosphorylation of Akt; Neuro2A IGF-stimulated pAkt S473 HTRF, 20 min; active compounds read low; activity change, % for hits at 50 µM; 0.32% of 360,000 active; AID 651550; in the data active = activity change below about -80%; inconclusive = mostly about -51% to -80%; also: % is scaled to controls: 0 for no effect and ±100 for the full control effect
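Single-point screen (50 µM final compound) in Neuro2A cells stimulated 20 min with 6 nM IGF at 37 deg C. After lysis, Ser473-phosphorylated Akt read by HTRF (ex 330 nm, em 615/665 nm) as the 665/615 ratio.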
TGFb inhibitor: blocks TGF-b signaling; 1.2% of 410,000 active; HepG2 CAGA-GFP TGF-b/SMAD3 reporter, GFP fluorescence, 18 h; TGF-beta stimulated, 500 pg/mL final; AID 588855; Potency, µM (top dose mostly 46.1 µM), inactives show top-dose activity, negative = inhibition, most hits filed as inhibitors; also: potency is read from the fitted curve at half-maximal effect; % is scaled to controls: 0 for no effect and ±100 for the full control effect; nearly all actives have a fitted effect of over 65% in size
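Per well, imaged GFP fluorescence of HEPG2 CAGA-GFP cells gives the signal; cells get compound, then TGF-beta (500 pg/mL final), 18 h at 37 degrees C; %Activity versus -TGF-beta and +DMSO controls.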
Nrf2 block: blocks Nrf2 signaling. A549 ARE-Fluc reporter, luciferase luminescence, 18-24 h. Potency, µM (top dose mostly 46 µM), without a hit: at the top dose activity change, negative = inhibition, most hits filed as inhibitors. 2.1% of 360,000 active; also: potency is read from the fitted curve at half-maximal effect; % is scaled to controls: 0 for no effect and ±100 for the full control effect; nearly all actives have a fitted effect of over 60% in size
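A549 ARE_Fluc cells, 5000/well, 5% FBS OPTI-MEM; compounds in dose-response, 18-24 h at 37 °C/5% CO2; CellTiter-Fluor viability read (Ex 405/Em 525), then BugLite luciferase luminescence = Nrf2 activity.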
CCT chaperon mod: cytosolic chaperonin activity modulation; activity change, % (no concentration beside the values), hits read low; 0.3% of 360,000 active; purified chaperonin ATPase assay, HTRF ADP detection, 30 min; in the data active = activity change below about -30%; also: % is scaled to controls: 0 for no effect and ±100 for the full control effect
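ATPase activity: ADP formed was measured by HTRF Transcreener (665/615 nm ratio) after 30 min at 37 deg C with 10 uM ATP. Compounds screened at one 76 uM concentration against 40 or 20 nM TRiC in Tris pH 7.4/KCl/MgCl2/DTT buffer.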
Nrf2 ARE act: Nrf2 pathway activation; Potency, µM (doses to about 46.1 µM), without a hit: at the highest dose activation, usual class: activators; 0.31% of 410,000 active; AREc32 ARE-luciferase reporter (MCF7-derived line), luminescence, 24 h; also: potency is read from the fitted curve at half-maximal effect; % of control where 0% means no effect; nearly all actives have a fitted effect of over 65% in size
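Reporter line AREc32 (ARE-Fluc), seeded overnight in OPTI-MEM with 5% FBS; compound pin-transferred, 24 hr at 37 deg C, 5% CO2; luminescent read-out.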
MmCpn inh: M. maripaludis TRiC chaperonin inhibition; 0.031% of 330,000 active; purified Mm-Cpn ATPase, ADP Transcreener TR-FRET; Potency, µM (series often up to 76.9 µM), inactives show at the highest dose activity, negative = inhibition, most hits filed as inhibitors; also: potency is read from the fitted curve at half-maximal effect; % is scaled to controls: 0 for no effect and ±100 for the full control effect; nearly all actives have a fitted effect of over 80% in size
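ATPase read-out: TR-FRET ADP immunoassay (anti-ADP Eu cryptate vs ADP-d2), ex 320 nm, em 590/665 nm; signal drops as ADP forms. Enzyme 25 nM, ATP 10 uM, 30 min at 37°C after 10 min compound preincubation.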
HepG2 viability: HepG2 cytotoxicity, counter-screen for TGF-b inhibitors; Potency, µM (series often up to 46.1 µM), without a hit: at the highest dose activity change, negative = cytotoxicity, most hits filed as cytotoxic; 0.76% of 410,000 active; AID 588856; HepG2 CAGA-GFP viability, ATP luminescence, 18 h; also: potency is read from the fitted curve at half-maximal effect; some results filed as inactive show a strong effect at the top dose
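HepG2 CAGA-GFP cells (1000/well, DMEM with 1% FBS) received compound, then TGF-beta at 500 pg/mL final, and were incubated 18 hours at 37 degrees C. Viability was read by CellTiter-Glo luminescence. Media-only wells were set as complete cell-killing and DMSO as no toxicity.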
S2 tox: reduces viability in counter-screen for ATXN expression inhibitors; S2 cells (HEK-293 line with an ATXN2-luciferase reporter) viability, CellTiter-Fluor protease fluorescence, 24 h; Potency, µM (highest dose often 56.7 µM), actives largely listed as cytotoxic; 0.49% of 400,000 active; also: potency is read from the fitted curve at half-maximal effect; nearly all actives have a fitted effect of over 40% in size
An asterisk follows results filed as active; i = inactive; ? = inconclusive; nt = no result given; [ ] = another dose, or the depositor's remark. Unless noted, calls follow the shape of the dose curve; as a rule, active = well fitted curve in the direction sought with a large enough effect; inconclusive = small, poorly fitted or top-dose-only effect, or another doubt; inactive = no such curve, though single readings can be large; an effect the other way counts as inactive or inconclusive.

1	COc1cc(NC(=S)NCCN2CCOCC2)cc(OC)c1
2	CCOc1ccc(CCNC(=O)COC(=O)COc2ccccc2C)cc1OCC
3	COc1cccc(CNC(=O)N2CCN(S(=O)(=O)c3ccc(C)cc3)CC2)c1
4	COC(=O)CSc1nnc(CNC(=O)c2cccc(C)c2)n1-c1ccccc1OC
5	Cc1cc([N+](=O)[O-])cc2c1NC(=O)C2(O)N1CCCC(C)C1 (stereo not drawn)
6	Cc1ccc(/C=C2/NC(=O)N(c3ccccc3)C2=O)o1

Screen / compound no. | 1 | 2 | 3 | 4 | 5 | 6
Nrf2 block | 1.5% | ? | ? | 0.0% | -5.4% | 13.5%
S2 tox | i | i | i | i | ? | i
MmCpn inh | -0.3% | -1.0% | -7.5% | -0.2% | 1.8% | 0.3%
Nrf2 ARE act | 0.3% | -0.8% | 1.5% | -1.4% | -0.7% | 19.5%
TGFb inhibitor | -0.4% | -12.2% | 4.4% | 1.7% | -10.7% | -17.9%
Akt phos inh | i | i | i | i | i | i
HepG2 viability | 10.6% | -26.9% | -9.9% | 0.6% | -0.6% | -45.4%
A549 tox | 8.3% | 3.3% | 3.5% | 11.5% | -4.6% | nt
CCT chaperon mod | 0.8 | 4.7 | -1.8 | 2.2 | 1.1 | 0.0

One compound at a time, as listed above:
`CCOc1ccc(CCNC(=O)COC(=O)COc2ccccc2C)cc1OCC` as listed: Nrf2 block: ?; S2 tox: i; MmCpn inh: -1.0%; Nrf2 ARE act: -0.8%; TGFb inhibitor: -12.2%; Akt phos inh: i; HepG2 viability: -26.9%; A549 tox: 3.3%; CCT chaperon mod: 4.7
`COC(=O)CSc1nnc(CNC(=O)c2cccc(C)c2)n1-c1ccccc1OC` as listed: Nrf2 block: 0.0%; S2 tox: i; MmCpn inh: -0.2%; Nrf2 ARE act: -1.4%; TGFb inhibitor: 1.7%; Akt phos inh: i; HepG2 viability: 0.6%; A549 tox: 11.5%; CCT chaperon mod: 2.2

Random excerpt: 4 records from the list.
6	Cc1ccc(/C=C2/NC(=O)N(c3ccccc3)C2=O)o1
3	COc1cccc(CNC(=O)N2CCN(S(=O)(=O)c3ccc(C)cc3)CC2)c1
1	COc1cc(NC(=S)NCCN2CCOCC2)cc(OC)c1
2	CCOc1ccc(CCNC(=O)COC(=O)COc2ccccc2C)cc1OCC

Screen / compound no. | 6 | 3 | 1 | 2
Nrf2 block | 13.5% | ? | 1.5% | ?
S2 tox | i | i | i | i
MmCpn inh | 0.3% | -7.5% | -0.3% | -1.0%
Nrf2 ARE act | 19.5% | 1.5% | 0.3% | -0.8%
TGFb inhibitor | -17.9% | 4.4% | -0.4% | -12.2%
Akt phos inh | i | i | i | i
HepG2 viability | -45.4% | -9.9% | 10.6% | -26.9%
A549 tox | nt | 3.5% | 8.3% | 3.3%
CCT chaperon mod | 0.0 | -1.8 | 0.8 | 4.7

Further entries.
7	COCC(C)NC(=O)c1cc2cc(OC)ccc2[nH]1 (stereo not drawn)
8	Cc1cc(C)c(NC(N)=S)c(C)c1
9	O=C(C[C@H]1C[C@H]2c3cc(NS(=O)(=O)c4ccc(F)cc4)ccc3O[C@H]2[C@H](CO)O1)NCc1cc(F)ccc1F
10	CCCCCN(C(=O)CCC(=O)OCC(=O)N1CCCCC1C)c1c(N)n(CCCC)c(=O)[nH]c1=O (stereo not drawn)
11	CC(=O)N1c2ccc(S(=O)(=O)NCC3CCC(C(=O)NCc4ccc(C)cc4)CC3)cc2CC1C (stereo not drawn)
12	COc1ccc(S(=O)(=O)Nc2ccc3cn[nH]c3c2)cc1[N+](=O)[O-]

Screen / compound no. | 7 | 8 | 9 | 10 | 11 | 12
Nrf2 block | -8.4% | 1.0% | nt | -9.8% | 3.1% | 6.6%
S2 tox | i | i | i | ? | i | i
MmCpn inh | -6.3% | 1.6% | nt | -2.3% | 0.1% | 3.1%
Nrf2 ARE act | 0.5% | 0.1% | 3.0% | 0.2% | 8.9% | 3.0%
TGFb inhibitor | 13.1% | 10.8% | -12.5% | -16.0% | -27.1% | -2.3%
Akt phos inh | i | i | i | i | i | i
HepG2 viability | -6.1% | -13.8% | -24.5% | -9.3% | -2.2% | -11.0%
A549 tox | 4.8% | 11.3% | nt | -2.5% | -0.6% | 10.6%
CCT chaperon mod | -1.4 | -0.2 | -0.4 | -2.3 | 0.2 | -0.6

13	CC(=O)OCC1=C(C(=O)OC(C)(C)C)N2C(=O)[C@@H](NC(=O)Cc3ccccc3)[C@H]2SC1
14	Cc1cccc(NC(=O)c2cc3c(n(-c4ccccc4)c2=O)CCCC3=O)n1
15	Cn1c(=O)c2c(nc(CN3CCN(c4ccccc4)CC3)n2CCN2CCOCC2)n(C)c1=O
16	Cc1ccc(C(=O)N2CCN(C3CCCCC3)CC2)s1
17	COc1ccc(NC(=S)N(CCN(C)C)C(C)c2ccco2)cc1 (stereo not drawn)
18	CN1C(=O)c2ccccc2C(C(=O)O)C1c1cccc(Cl)c1 (stereo not drawn)

Screen / compound no. | 13 | 14 | 15 | 16 | 17 | 18
Nrf2 block | 19.3% | 13.5% | 14.1% | nt | -18.6% | 7.6%
S2 tox | i | i | i | i | i | i
MmCpn inh | nt | 1.2% | 0.0% | 0.0% | -4.1% | 1.3%
Nrf2 ARE act | 4.0% | 2.3% | -0.3% | 0.1% | -0.1%[9.22 µM] | -0.2%
TGFb inhibitor | -29.8% | -3.0% | 0.9% | 34.8%[activator] | -6.6% | 0.0%
Akt phos inh | i | i | i | i | i | i
HepG2 viability | -8.8% | 4.1% | -28.4% | 6.0% | 2.1% | 11.0%
A549 tox | 0.1% | -3.1% | 9.0% | 12.3% | 9.8% | -1.6%
CCT chaperon mod | 0.9 | 3.5 | 0.8 | 0.1 | 0.3 | -1.9

19	COCC(C)n1c(C)cc(C(=O)CSc2nnnn2C2CCCC2)c1C (stereo not drawn)
20	O=C(CN1C(=O)C2CCCCN2C(=O)c2ccccc21)N1CCCc2ccccc21 (stereo not drawn)
21	c1ccc(N=P(N2CCOCC2)(N2CCOCC2)N2CCOCC2)cc1
22	Cc1csc(NC(=O)c2cccc(Cn3nc(C)c(Br)c3C)c2)n1
23	Cc1coc(C)c1C(=O)CC1(O)C(=O)N(C)c2ccc(Cl)cc21 (stereo not drawn)
24	CCOC(=O)c1sc(SCc2ccccc2)c2c1CC(C)(C)CC2=O
25	CS(=O)(=O)N(CC(=O)N/N=C/c1ccccc1C(=O)O)c1cccc(Cl)c1Cl
26	COc1ccccc1N1CCN(Cc2nnc(-c3ccccc3C)o2)CC1
27	O=C1c2ccccc2C(=O)N1CN(C(=O)c1ccccc1[N+](=O)[O-])c1ccc(F)cc1

Screen / compound no. | 19 | 20 | 21 | 22 | 23 | 24 | 25 | 26 | 27
Nrf2 block | 11.5% | -0.6% | 5.9% | ? | 8.4% | ? | -10.5% | -1.2% | 6.9%
S2 tox | ? | i | i | ? | i | i | i | i | i
MmCpn inh | -4.1% | 1.3% | -0.4% | -6.3% | -0.2% | nt | 2.2% | nt | 1.1%
Nrf2 ARE act | 0.4% | -0.8% | -0.6% | 2.4% | 3.3% | 0.9% | -0.2% | -0.3% | -0.4%
TGFb inhibitor | -1.1% | ? | -12.8% | ? | -4.6% | -5.0% | -1.5% | 0.0% | 7.7%
Akt phos inh | i | i | i | nt | i | nt | i | nt | i
HepG2 viability | -4.6% | -25.2% | -4.8% | -19.0% | -13.9% | -3.7% | 10.6% | -86.7% | -26.3%
A549 tox | -2.1% | -3.8% | 12.8%[1.84 µM] | -6.1% | ? | 1.8% | -9.9% | 2.6% | 1.1%
CCT chaperon mod | -1.4 | -1.8 | -2.1 | -4.4 | -0.6 | nt | 2.0 | nt | -2.3
